# PrPC surface inh – reduces human prion protein on the cell surface. AID 720596. inhibition, % at 13.8 µM. cell surface PrPC, TR-FRET read-out. hit rate 0.43% among 370,000; in the data active = inhibition above about 24%; also: 0% = median of the test wells and 100% = reference compound wells
# Mtb BioA inh – blocks M. tuberculosis BioA enzyme activity | hit rate 0.096% among 360,000 | inhibition, % at 9.99 µM | purified M. tuberculosis BioA enzyme, plate reader; in the data active = inhibition above about 40%
# BoNT F protease – blocks Botulinum neurotoxin F light chain protease | Multiplex microsphere protease cleavage assay, flow cytometry | inhibition, % at 10 µM | hit rate 0.22% among 360,000 | AID 588497; in the data active = inhibition above about 35%, passing the limit was not always enough; also: plate controls were buffer without enzyme for full effect and enzyme alone for no effect
# UGM FP inh – Mtb UDP-galactopyranose mutase inhibition | purified UGM, fluorescence polarization probe displacement | hit rate 0.06% among 320,000 | inhibition, % at 10 µM; in the data active = inhibition above about 10%, passing the limit was not always enough
# Target sequence (P9WIQ1 whole entry, looked up): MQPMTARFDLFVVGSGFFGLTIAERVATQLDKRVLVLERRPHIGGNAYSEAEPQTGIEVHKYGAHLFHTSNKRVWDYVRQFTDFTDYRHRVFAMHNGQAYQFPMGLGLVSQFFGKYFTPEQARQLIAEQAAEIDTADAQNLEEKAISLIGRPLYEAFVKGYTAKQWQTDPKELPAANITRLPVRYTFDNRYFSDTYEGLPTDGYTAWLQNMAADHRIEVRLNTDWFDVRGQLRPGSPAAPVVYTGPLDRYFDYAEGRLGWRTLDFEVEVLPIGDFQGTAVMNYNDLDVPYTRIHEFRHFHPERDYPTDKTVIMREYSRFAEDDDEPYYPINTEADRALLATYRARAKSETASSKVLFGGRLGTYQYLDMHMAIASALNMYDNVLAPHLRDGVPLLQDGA
# CCHFV vOTU inh – blocks the CCHF virus ovarian tumor domain protease | inhibition, % at 11.5 µM | hit rate 0.55% among 370,000 | CCHFV vOTU protease, Pep-AMC fluorescence; also: 0% = vehicle wells with enzyme and 100% = no enzyme wells
# BoNT-A LC inh2 – inhibitors of Botulinum neurotoxin A light chain protease; multiplex microsphere protease substrate cleavage, flow cytometry; inhibition, % at 10 µM; hit rate 0.17% among 360,000; AID 588499; in the data active = inhibition above about 30%; also: plate controls were buffer without enzyme for full effect and enzyme alone for no effect
# Mtb FBA inh – inhibits M. tuberculosis FBA enzyme; P9WQA3; purified M. tuberculosis FBA, fluorescence read-out; inhibition, % at 1 µM; hit rate 2.3% among 360,000; AID 588726; in the data active = inhibition above about 27%;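 also: 0% = vehicle and 100% = reference inhibitor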
# Target sequence (P9WQA3 whole entry, looked up): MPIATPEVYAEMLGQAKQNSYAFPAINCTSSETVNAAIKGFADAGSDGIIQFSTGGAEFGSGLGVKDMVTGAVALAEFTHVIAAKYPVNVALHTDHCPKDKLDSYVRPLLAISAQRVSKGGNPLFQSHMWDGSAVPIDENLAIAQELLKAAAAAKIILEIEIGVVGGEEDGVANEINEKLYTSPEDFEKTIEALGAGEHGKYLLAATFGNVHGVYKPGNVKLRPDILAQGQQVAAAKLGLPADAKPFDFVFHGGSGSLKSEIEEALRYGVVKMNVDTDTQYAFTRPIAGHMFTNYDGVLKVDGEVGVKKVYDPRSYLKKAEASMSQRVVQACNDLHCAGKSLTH
# FadD28 binding – M. tuberculosis FadD28 bisubstrate binding inhibition; FadD28 bisubstrate probe binding, fluorescence polarization; hit rate 0.22% among 360,000; inhibition, % at 12.5 µM; in the data active = inhibition above about 8.5%, passing the limit was not always enough
# GDH-TPI counter – counter-screen for M. tuberculosis FBA inhibitors: GDH-TPI coupled enzymes; inhibition, % at 4.8 µM; GDH-TPI coupled enzyme counterscreen, NADH absorbance; hit rate 1.2% among 360,000; AID 588335;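 also: 0% = DMSO wells and 100% = wells lacking the enzyme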
# The depositor's hits bear a star; . = no result given; + = active, no number. Rule as the data show it, unless noted: active = inhibition above about 30%; inactive = the rest.
SMILES,PrPC surface inh,Mtb BioA inh,BoNT F protease,UGM FP inh,CCHFV vOTU inh,BoNT-A LC inh2,Mtb FBA inh,FadD28 binding,GDH-TPI counter
Cc1ccc(C)c(S(=O)(=O)N2CCN(C(=O)[C@@H]3CCCN3C(=O)c3cccs3)CC2)c1,-1,3.5,-6,-0.4,-10,-0.6,1,-1.0,10
CC(C)(C)C(=O)c1c(N)[nH]c(C(=O)c2ccccc2)c1-c1cc2ccccc2nc1Cl,-4,.,-1,.,-3,0.6,.,.,.
CC1=C(C(=O)Nc2ccc(F)cc2)C(c2ccncc2)C2=C(CCCC2=O)N1 (configuration not stated),-1,2.6,-4,-1.0,-16,-1.4,4,-1.8,13
CC(=O)c1cccc(NC(=O)N2CCCC2C(=O)NCc2ccc(C)cc2)c1 (configuration not stated),-1,-0.3,-10,4.2,-1,0.4,0,-1.4,1
O=C(NCC(c1ccco1)N1CCc2ccccc21)c1c(F)cccc1F (configuration not stated),0,-1.6,2,1.9,-4,2.7,-1,-1.3,-5
CCOc1ccc(NC(=O)[C@@H]2CCCN2C(=O)c2cccs2)cc1S(=O)(=O)N1CCCCC1,-8,1.4,0,0.3,2,2.7,-3,-2.0,-3
O=S(=O)(CCc1ccncc1)Cc1ccc2c3c(cccc13)CC2,1,.,3,1.3,-11,0.7,-2,-2.9,-8
CCCOc1cccc(C2C(C(=O)c3cc4ccccc4o3)=C(O)C(=O)N2c2cc(C)on2)c1 (configuration not stated),10,-1.3,1,2.1,18,2.2,2,-1.9,11
CC(C)(C)NC(=O)CN(Cc1cccnc1)C(=O)c1csnn1,-6,-0.9,4,3.5,-4,1.3,0,-1.9,-4
O=C(Cn1cccn1)c1ccccc1,-2,.,-3,0.2,-3,-0.4,-3,-4.3,4
COc1cccc2cc(C(=O)NCc3ccc(F)cc3)c(=N)oc12,0,-0.2,6,3.0,-7,2.0,1,0.2,2
CCc1nnc(NC(=O)CSc2nnc(-c3ccoc3C)n2-c2ccc(C)cc2)s1,0,4.4,.,1.0,5,.,4,-2.6,0
O=c1cc(N2CCc3ccccc3C2)[nH]c(=O)n1-c1ccc(Cl)cc1,-1,-1.6,7,0.8,2,0.0,2,-2.1,11
Cc1c(CC(=O)NCC(=O)NCC(=O)O)c(=O)oc2cc3c(cc12)CCC(C)(C)O3,-4,-1.3,11,-1.5,-159,-1.0,194*,-1.1,22
COCCn1c(C)cc(C(=O)COC(=O)CNC(=O)c2ccccc2)c1C,5,.,-5,2.3,11,-0.7,-1,-0.6,4
CCc1nc2ccc(C(=O)N(C)CC(=O)Nc3ccc(F)c(F)c3F)cc2nc1CC,5,0.6,-1,.,21,-2.1,-3,-0.7,9
Cc1cc(CNC(=O)C2CCC(=O)N(Cc3cccc(C(F)(F)F)c3)C2)no1 (configuration not stated),1,1.6,-7,-0.3,0,-1.5,-1,-1.7,-1
CC(C)n1nc(C(=O)Oc2cccc(Cl)c2Cl)c2ccccc2c1=O,-4,.,-4,2.2,-9,-0.1,-3,-3.2,-7
CCc1ccc(CN(C)C(=O)CCc2nnc(COc3ccccc3)o2)cc1,-2,.,-1,-3.4,18,-0.2,-5,-2.1,-4
Fc1ccc(Sc2ccccc2CNC2=NCCN2)cc1,11,-1.0,6,2.9,2,3.7,0,-1.9,1
CCC(NS(=O)(=O)c1c(C)[nH]c(=O)[nH]c1=O)C12CC3CC(CC(C3)C1)C2 (configuration not stated),4,-0.3,10,4.1,16,-0.1,2,0.0,2
O=C(CCCCl)NC1=NN(c2ccccc2)C(=O)C1,-1,.,2,4.1,-15,0.2,1,2.8,9
COc1ccc(-c2c[n+]3c(n2-c2ccccc2)SCC3)cc1OC,6,.,-1,-1.2,14,-0.9,-1,-0.2,0
C[C@@H]1COC(=O)[C@H](Cc2ccc(F)cc2)CC/C=C/C[C@@H](CC(=O)N[C@@H](CO)Cc2ccccc2)C(=O)N1,0,0.1,-1,5.0,6,0.0,2,-0.1,-1
O=C(O)CCCc1ccccc1,10,-1.1,-37,.,1,-2.7,6,-1.7,4
Oc1ccc(/C=N/N=C(c2ccccc2)c2ccccc2)c(O)c1O,-1,.,-13,-0.1,23,-0.9,1,6.1,17
NNC(=O)CC12CC3CC(C1)CC(n1ncnn1)(C3)C2,-1,.,0,-0.8,-6,0.0,-2,-0.5,3
O=C1CCN(Cc2cccnc2)CCN1[C@H](CO)c1ccccc1,-2,0.1,-4,2.7,16,0.1,-1,-0.9,0
COc1ccccc1C(CNc1ncccc1[N+](=O)[O-])N(C)C (configuration not stated),-27,5.3,-2,-1.7,-4,0.1,1,-0.7,7
O=C(CC1NCCNC1=O)Nc1ccc(Oc2ccccc2)cc1 (configuration not stated),13,0.3,-6,-2.2,8,-1.3,0,-2.8,7

# Some entries already given, reduced to BoNT F protease, Mtb FBA inh and PrPC surface inh.
SMILES | BoNT F protease | Mtb FBA inh | PrPC surface inh
COc1ccc(-c2c[n+]3c(n2-c2ccccc2)SCC3)cc1OC | -1 | -1 | 6
CCc1ccc(CN(C)C(=O)CCc2nnc(COc3ccccc3)o2)cc1 | -1 | -5 | -2

# Following part:
SMILES,PrPC surface inh,Mtb BioA inh,BoNT F protease,UGM FP inh,CCHFV vOTU inh,BoNT-A LC inh2,Mtb FBA inh,FadD28 binding,GDH-TPI counter
CCNS(=O)(=O)c1ccc(NC(=O)Nc2cc(C)ccc2OC)cc1,5,0.2,-3,2.2,-3,-0.7,0,-3.1,0
O=C(O)c1cccnc1Sc1ncnc2sc3c(c12)CCC3,10,0.4,-14,-0.1,-39,-1.7,54*,-3.3,-1
COc1ccc(S(=O)(=O)NCC2CCCN(C(=O)CC3CCCC3)C2)cc1 (configuration not stated),4,.,0,0.2,-1,0.9,3,-0.6,3
CN(C)CCOCCSc1ccc(Cl)cc1,0,-1.5,-5,-0.8,3,-2.3,1,.,0
COc1ccc(OC)c(NC(=O)C2CCCN2C(=O)OCc2ccccc2)c1 (configuration not stated),3,-2.6,-2,.,6,-1.4,1,-0.8,18
Cc1cc(=O)[nH]c(N/N=C/c2ccc(-c3ccc(F)cc3)o2)n1,-12,-0.9,-2,-1.8,18,-1.3,0,0.2,37*
Clc1ccc(-n2nnnc2-c2cnc(-c3ccccn3)nc2-c2cccs2)cc1,6,0.3,0,-0.3,-6,1.3,7,.,3
CCN(Cc1ccccc1)S(=O)(=O)c1c(C)[nH]c(C)c1C(=O)N1CCCCC1,-4,-1.5,0,1.1,10,-2.3,0,-3.3,5
Cn1c(=O)c2c3c(sc2n2c(SCC(N)=O)nnc12)CC(C(C)(C)C)CC3 (configuration not stated),22,7.0,9,-0.4,-5,0.5,0,-4.8,-3
COc1ccc(C(c2sc3nc(C)nn3c2O)N2CCc3ccccc3C2)cc1 (configuration not stated),-5,1.5,-1,5.0,2,-0.2,2,-2.5,12
COc1ccc(S(=O)(=O)N(CCc2ccccc2)CC(=O)O)cc1,-6,-6.5,0,2.6,-5,-0.5,1,-0.1,-2
O=C(COC(=O)c1ccc2c(c1)OCCO2)NCc1ccccc1,0,-1.6,-2,0.4,-11,0.1,2,-3.9,0
O=C(Nc1ccc(N2CCOCC2)c(Cl)c1)c1ccc(-n2cnnc2)cc1,1,-1.0,-6,-0.1,3,-1.9,-1,-5.0,5
COCCCn1c(C(=O)N2CCOCC2)cc2c(=O)n3ccccc3nc21,-6,-0.3,-2,0.5,-303,-0.9,+,0.5,13
Cc1c(C(=O)NC(=S)Nc2cccnc2)cccc1[N+](=O)[O-],0,-1.8,6,-2.2,-12,2.5,-1,-2.0,-3

# Five records picked at random from the list so far, as already listed:
SMILES,PrPC surface inh,Mtb BioA inh,BoNT F protease,UGM FP inh,CCHFV vOTU inh,BoNT-A LC inh2,Mtb FBA inh,FadD28 binding,GDH-TPI counter
O=C(Cn1cccn1)c1ccccc1,-2,.,-3,0.2,-3,-0.4,-3,-4.3,4
O=C(CC1NCCNC1=O)Nc1ccc(Oc2ccccc2)cc1 (configuration not stated),13,0.3,-6,-2.2,8,-1.3,0,-2.8,7
Cc1cc(=O)[nH]c(N/N=C/c2ccc(-c3ccc(F)cc3)o2)n1,-12,-0.9,-2,-1.8,18,-1.3,0,0.2,37*
NNC(=O)CC12CC3CC(C1)CC(n1ncnn1)(C3)C2,-1,.,0,-0.8,-6,0.0,-2,-0.5,3
O=c1cc(N2CCc3ccccc3C2)[nH]c(=O)n1-c1ccc(Cl)cc1,-1,-1.6,7,0.8,2,0.0,2,-2.1,11

# (listing goes on)
SMILES,PrPC surface inh,Mtb BioA inh,BoNT F protease,UGM FP inh,CCHFV vOTU inh,BoNT-A LC inh2,Mtb FBA inh,FadD28 binding,GDH-TPI counter
CCC1(CC)NC(=O)N(CC(=O)NCc2ccc3c(c2)OCO3)C1=O,-1,-4.0,4,-5.5,-4,1.7,0,0.0,1
CS(=O)(=O)N1CCc2cc(C(=O)OCC(=O)c3ccccc3)ccc21,-1,0.4,-6,0.3,-1,-0.5,-4,-3.2,5
COc1ccccc1N1CCN(Cc2c[nH]c3ccccc23)CC1,-1,0.6,-34,2.7,-1,-6.9,-1,-3.5,1
COc1ccccc1OCCCc1c(C)n[nH]c1C,15,-5.0,-4,1.3,-4,0.5,4,-0.5,13
C=CCn1c(Sc2nnc(C)s2)nc2c1c(=O)[nH]c(=O)n2C,2,-0.3,-1,-0.4,11,-0.3,0,0.1,4
CC(=O)Nc1ccc(NC(=O)/C(=C/c2ccco2)NC(=O)c2ccccc2)cc1,-1,.,-4,-1.1,2,-0.7,0,-1.8,2
CC(C)(C)NC(=O)COC(=O)C1c2ccccc2Oc2ccccc21,-1,0.7,-16,2.5,5,-0.7,-3,-3.9,-8
Oc1ccc2ccccc2c1/C=N/c1nccs1,3,.,7,1.8,-14,0.1,1,-3.2,3
O=C(/C=C/c1ccc2c(c1)OCCO2)c1ccc(O)cc1,5,-0.3,3,-2.3,1,-0.8,-3,-5.7,38*
O=C(Nc1cnccn1)c1cccs1,4,-0.4,-5,-0.6,2,-1.2,4,-1.5,5
CCOC(=O)c1cccc(NS(=O)(=O)c2c(C)[nH]c(=O)[nH]c2=O)c1,-3,-0.4,1,1.2,0,1.4,2,-2.6,-15
CC1(c2ccc3c(c2)OCCO3)NC(=O)N(CC(=O)Nc2ccccc2)C1=O (configuration not stated),2,1.0,4,-3.0,5,0.4,0,0.8,-1
O=C(NCc1ccc(F)cc1)c1cccc(NC2=NC3CS(=O)(=O)CC3S2)c1 (configuration not stated),2,0.0,-8,-0.2,-6,-0.3,2,0.1,-4
Cc1nnc(N2CCC(C(=O)NC3CCC(C)CC3)CC2)c2nn(-c3ccc(Cl)cc3)c(C)c12 (configuration not stated),.,2.4,-3,1.7,.,-0.8,4,-1.2,10
CC1(c2ccccc2)CC(c2ccccc2)=C(C#N)C(=O)N1 (configuration not stated),-9,.,5,.,1,0.4,3,-0.2,3
O=C(Nc1ccc(OC(F)(F)F)cc1)C1CCCN(S(=O)(=O)c2cnc[nH]2)C1 (configuration not stated),.,0.7,4,-0.7,.,4.4,1,-5.4,11
COc1cc(NS(=O)(=O)c2ccc3c(c2)oc(=O)n3C)cc(OC)c1OC,10,3.5,5,-0.7,-5,-0.4,-1,-0.9,3
CCCSCCCNC(=O)Cn1cc2c(n1)CCC(C)C2 (configuration not stated),-4,0.1,-10,-0.2,5,-0.6,-3,-4.9,-5
Cc1[nH]nc(-c2ccc(O)cc2O)c1Oc1ccccc1,2,2.6,-6,-1.5,-7,-0.3,-1,-8.8,14
CC1(C)Cc2c(ccc3ccccc23)-c2nnc(-c3cccnc3)n21,0,1.8,1,1.3,-5,0.0,1,-4.3,2
COc1ccc(CN(C)C(=O)[C@H]2O[C@@H](n3cnc4c(N)ncnc43)[C@H](O)[C@@H]2O)cc1OC,9,0.4,-9,.,28,-0.9,-3,-4.5,.
CC(C)(C)C(=O)Nc1ncccc1C(O)c1cccc(C(F)(F)F)c1 (configuration not stated),4,.,-2,2.1,16,-1.0,-1,-0.9,1
O=C(COC(=O)C1CC(=O)N(c2ccccc2)C1)c1ccccc1 (configuration not stated),0,1.7,-10,0.3,-7,-1.1,2,-0.6,11
COC(=O)c1ccc(C(C(=O)NC2CCCCC2)N(C(=O)Cc2cccs2)C2CC2)cc1 (configuration not stated),-4,-0.8,-7,-2.0,4,0.3,4,-0.1,-5
CC1=NCCN1S(=O)(=O)c1cc([N+](=O)[O-])ccc1Cl,-23,.,0,1.5,-3,-0.9,4,-0.5,4
COc1ccc(C2CC(=O)c3cnc(NC(=O)c4ccco4)nc3C2)cc1 (configuration not stated),-4,2.6,1,-2.5,18,0.3,-2,-2.9,5
